Vc quorum ag = quorum light induction in luxS cqsA deficient V. cholerae. hit rate 0.16% among 350,000. V. cholerae BH1578 lux reporter, luminescence, 6 h. activation, % at 18.7 µM; in the data active = activation mostly above about 9.7%, no sharp cut-off; inconclusive = no clear call, values can overlap the other calls; inactive = mostly below about 3.7%; note: not every result past the cut was called active; inactives centre near 0; reference of the scale not given here
FadD28 FP inh = blocks FadD28 binding to the bisubstrate probe. fluorescence polarization. inhibition, % at 12.5 µM. hit rate 0.22% among 360,000; in the data active = inhibition above about 8.5%, passing the limit was not always enough; inconclusive = no clear call, values can overlap the other calls
Y pestis TopoI = inhibitors of Yersinia pestis topoisomerase I; Y. pestis Topo-I cleavage product accumulation, plate reader; activity, % at 10 µM; hit rate 0.064% among 360,000; in the data active = activity above about 50%, passing the limit was not always enough; inconclusive = no clear call, values can overlap the other calls; note: inactives centre near 2
TcdB inh = blocks C. difficile toxin B glycohydrolase activity | inhibition, % at 9.99 µM | TcdB glycohydrolase enzymatic assay, plate reader | hit rate 0.24% among 350,000; in the data active = inhibition above about 10%
Target sequence (P18177 whole entry, looked up): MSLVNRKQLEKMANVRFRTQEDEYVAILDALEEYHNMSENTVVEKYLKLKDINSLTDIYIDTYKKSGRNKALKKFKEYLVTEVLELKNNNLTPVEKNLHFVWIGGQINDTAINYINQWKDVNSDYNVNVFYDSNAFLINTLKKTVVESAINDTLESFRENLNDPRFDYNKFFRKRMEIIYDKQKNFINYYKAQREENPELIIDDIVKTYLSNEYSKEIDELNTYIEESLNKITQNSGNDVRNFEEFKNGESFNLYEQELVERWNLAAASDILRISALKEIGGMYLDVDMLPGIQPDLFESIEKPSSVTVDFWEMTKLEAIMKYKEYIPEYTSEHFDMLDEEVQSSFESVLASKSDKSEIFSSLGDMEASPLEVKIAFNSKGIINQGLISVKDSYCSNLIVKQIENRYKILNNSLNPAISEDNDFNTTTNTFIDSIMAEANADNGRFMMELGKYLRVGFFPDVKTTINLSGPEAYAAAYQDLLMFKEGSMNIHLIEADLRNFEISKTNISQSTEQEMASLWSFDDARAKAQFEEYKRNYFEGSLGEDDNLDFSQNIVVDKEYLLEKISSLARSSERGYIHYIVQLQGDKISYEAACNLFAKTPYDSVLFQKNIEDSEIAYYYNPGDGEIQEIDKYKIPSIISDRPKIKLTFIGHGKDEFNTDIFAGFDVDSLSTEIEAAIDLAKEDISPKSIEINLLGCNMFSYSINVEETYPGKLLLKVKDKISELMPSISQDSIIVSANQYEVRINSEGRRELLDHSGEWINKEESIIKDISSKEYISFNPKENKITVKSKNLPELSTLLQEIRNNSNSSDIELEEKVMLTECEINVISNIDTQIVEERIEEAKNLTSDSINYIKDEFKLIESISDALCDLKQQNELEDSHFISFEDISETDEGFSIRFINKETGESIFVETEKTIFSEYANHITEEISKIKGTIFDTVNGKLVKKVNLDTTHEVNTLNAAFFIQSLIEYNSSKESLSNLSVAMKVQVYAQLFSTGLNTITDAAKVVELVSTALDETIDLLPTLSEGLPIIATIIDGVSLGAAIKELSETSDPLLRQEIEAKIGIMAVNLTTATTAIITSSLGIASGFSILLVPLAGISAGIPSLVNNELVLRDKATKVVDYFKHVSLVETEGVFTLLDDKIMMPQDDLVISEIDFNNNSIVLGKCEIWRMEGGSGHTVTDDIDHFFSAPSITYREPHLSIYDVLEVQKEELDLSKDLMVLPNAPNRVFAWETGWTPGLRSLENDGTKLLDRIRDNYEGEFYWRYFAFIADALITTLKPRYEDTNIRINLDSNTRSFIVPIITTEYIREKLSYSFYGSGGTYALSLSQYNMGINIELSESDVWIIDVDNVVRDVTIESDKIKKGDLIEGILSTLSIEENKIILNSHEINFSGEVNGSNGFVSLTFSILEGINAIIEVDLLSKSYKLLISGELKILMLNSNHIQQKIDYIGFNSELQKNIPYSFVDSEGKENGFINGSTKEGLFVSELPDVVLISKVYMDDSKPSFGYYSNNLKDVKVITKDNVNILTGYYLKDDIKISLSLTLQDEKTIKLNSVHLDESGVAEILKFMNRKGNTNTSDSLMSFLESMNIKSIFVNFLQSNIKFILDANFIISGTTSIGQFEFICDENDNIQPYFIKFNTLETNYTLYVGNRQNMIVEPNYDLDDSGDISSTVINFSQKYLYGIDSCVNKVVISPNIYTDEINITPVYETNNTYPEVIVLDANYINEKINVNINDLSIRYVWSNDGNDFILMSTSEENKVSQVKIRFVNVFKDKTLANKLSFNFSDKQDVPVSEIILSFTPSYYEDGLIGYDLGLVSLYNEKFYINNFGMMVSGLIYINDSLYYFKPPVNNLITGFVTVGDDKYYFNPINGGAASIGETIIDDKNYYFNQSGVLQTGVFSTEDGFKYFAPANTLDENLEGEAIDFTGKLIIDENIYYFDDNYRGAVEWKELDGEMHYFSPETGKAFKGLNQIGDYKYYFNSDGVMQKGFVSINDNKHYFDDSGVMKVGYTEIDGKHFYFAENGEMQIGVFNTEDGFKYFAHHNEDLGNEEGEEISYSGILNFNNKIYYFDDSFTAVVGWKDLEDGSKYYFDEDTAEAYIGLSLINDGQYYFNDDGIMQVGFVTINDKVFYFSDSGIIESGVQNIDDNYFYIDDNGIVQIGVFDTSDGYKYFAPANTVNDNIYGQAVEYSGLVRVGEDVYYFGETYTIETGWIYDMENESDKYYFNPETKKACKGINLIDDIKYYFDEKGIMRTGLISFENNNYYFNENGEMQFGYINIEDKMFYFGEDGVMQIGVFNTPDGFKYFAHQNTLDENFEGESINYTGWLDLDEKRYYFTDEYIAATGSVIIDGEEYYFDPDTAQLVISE
Mtb FBA inh = Mtb fructose-bisphosphate aldolase inhibition | purified M. tuberculosis FBA, fluorescence read-out | hit rate 2.3% among 360,000 | AID 588726 | inhibition, % at 1 µM | P9WQA3; in the data active = inhibition above about 27%;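 note: 0% = vehicle and 100% = reference inhibitor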
UGM FP inh = Mtb UDP-galactopyranose mutase inhibition; P9WIQ1; purified UGM, fluorescence polarization probe displacement; inhibition, % at 10 µM; hit rate 0.06% among 320,000; AID 504406; in the data active = inhibition above about 10%, passing the limit was not always enough; inconclusive = no clear call, values can overlap the other calls
Mtb BioA inh = inhibitors of Mycobacterium tuberculosis BioA enzyme; purified M. tuberculosis BioA enzyme, plate reader; hit rate 0.096% among 360,000; inhibition, % at 9.99 µM; in the data active = inhibition above about 40%; inconclusive = no clear call, values can overlap the other calls
PfHsp40 yeast = rescue of PfHsp40-mediated yeast toxicity. S. cerevisiae expressing PfHsp40, growth rescue, ATP luminescence. growth rescue, % at 12.5 µM. hit rate 0.68% among 340,000; in the data active = growth rescue above about 28%, passing the limit was not always enough; inconclusive = no clear call, values can overlap the other calls;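 note: yeast W303a lacking pdr1 and pdr3 grown in galactose medium; growth measured after three days at 30 °C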
GDH-TPI inh = counter-screen for M. tuberculosis FBA inhibitors: GDH-TPI coupled enzymes. inhibition, % at 4.8 µM. GDH-TPI coupled enzyme counterscreen, NADH absorbance. hit rate 1.2% among 360,000; in the data active = inhibition above about 30%;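 note: 0% = DMSO wells and 100% = wells lacking the enzyme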
* hit, by the source's call; i = inactive; ? = inconclusive; · = no result given.

SMILES	Vc quorum ag	FadD28 FP inh	Y pestis TopoI	TcdB inh	Mtb FBA inh	UGM FP inh	Mtb BioA inh	PfHsp40 yeast	GDH-TPI inh
CC[C@]12c3[nH]c4ccc(OC)cc4c3CCN1C(=O)C(CC(=O)NCCCN(C)C)C[C@@H]2C(=O)N1CCN(C(=O)C2CC2)CC1 (some centres not stated)	i	1.1	-14.4	3.9	1.2	·	-0.5	1.2	8.2
CCS(=O)(=O)N1Cc2ccccc2CC1C(=O)NCCc1c[nH]c2ccccc12 (configuration not stated)	i	-4.1	-8.1	-11.4	-6.8	-0.2	-0.8	0.8	-5.2
c1ccc(-n2ncc3c2ncn2nnnc32)cc1	i	1.2	10.1	·	-1.3	2.1	0.1	-0.8	-5.7
Cc1ccc(S(=O)(=O)NNC(=O)Nc2ccc(C)c(C)c2)c(C)c1	i	-2.5	-6.4	1.3	2.9	-0.4	1.5	-0.5	-0.4
COc1ccc(/C=C(/NC(=O)c2ccccc2)C(=O)NCc2ccncc2)cc1	-1.8	-1.8	-4.0	1.9	1.6	1.9	-0.7	-0.6	15.3
O=C(c1ccc2c(c1)OCO2)C1CCCN(Cc2c(F)cccc2Cl)C1 (configuration not stated)	i	-1.5	4.3	1.1	1.3	-2.0	2.9	-0.5	3.9
COc1cc(C2CC(=O)Oc3ccc(C(C)(C)C)cc32)cc(OC)c1OC (configuration not stated)	-0.4	-1.7	31.7	1.5	2.6	·	1.7	0.7	6.4
Cc1nn(-c2ccccc2)c2sc(C(=O)OCC(=O)N3CCCCC3)cc12	i	1.1	4.1	·	7.7	0.7	-0.8	-0.4	4.7
CCCOc1ccc(C(=O)N(CC(C)C)c2c(N)n(Cc3ccccc3)c(=O)[nH]c2=O)cc1	-0.4	-1.2	4.7	-3.6	5.6	0.5	-0.5	0.2	14.5
C[C@@H]1C=C(C(=O)N2CCN(Cc3ccc4c(c3)OCO4)CC2)O[C@H](OCCCCO)C1	i	0.1	3.7	1.6	-1.6	-2.3	-0.5	-0.5	6.5
O=C(NCc1ccco1)c1cnn2cccnc12	-0.2	-0.8	2.1	1.3	4.7	0.2	2.4	-1.7	9.8
Nn1c(SCC(=O)Nc2cc(S(=O)(=O)N3CCOCC3)ccc2Cl)nnc1-c1cccnc1	-0.3	-3.5	6.6	-0.3	2.1	0.1	6.4	-0.1	9.8
CC(=O)N1CCc2cc(Br)cc(S(=O)(=O)CCC(=O)Nc3c(C)n(C)n(-c4ccccc4)c3=O)c21	-0.2	-2.1	2.9	-1.5	0.8	-3.1	6.3	0.6	0.0
COc1ccc2oc(C(=O)OCC(=O)N(C)c3ccccc3)c(C)c2c1	0.6	-0.1	12.4	0.2	35.3*	-1.4	-0.5	0.7	-2.4
COc1cc(NC(=O)c2ccc(S(=O)(=O)N(C)c3ccccc3OC)cc2)cc(OC)c1	-0.4	-5.7	17.4	-0.2	-0.4	-0.4	-0.5	0.1	1.3
CN(C(=O)Cn1cnc2sccc2c1=O)C1CCCCC1	2.1	-1.0	5.7	0.3	4.2	4.1	-0.3	-0.8	2.8
Cc1ccc(NC(=O)CSc2nnc(-c3ccncc3)n2C)cc1C	i	-3.4	1.9	·	-1.1	-1.4	-0.6	0.2	7.7
COc1ccc(N2CCN(C3CCCN(C(=O)CN4CCOC4=O)C3)CC2)cc1 (configuration not stated)	3.6	-3.3	8.1	1.1	-0.7	2.9	0.9	-1.2	-4.4
O=[N+]([O-])c1ccccc1S(=O)(=O)n1nnc2ccccc21	-0.3	-2.0	0.3	·	0.3	1.1	-1.7	0.4	9.2
Oc1c(C(c2cccs2)N2CCN(c3cccc(Cl)c3)CC2)sc2ncnn12 (configuration not stated)	i	-4.8	17.2	1.3	-1.2	0.5	12.4	-1.6	19.2
O=C(c1ccc(N2CCN(C(=O)c3ccccc3)CC2)cc1)c1cccc(F)c1	i	-1.1	41.9	-0.1	-2.3	-0.8	0.5	0.4	37.6*
COc1cc(C(=O)OCCN2CCOCC2)cc(OC)c1OC	-0.3	-2.2	-6.2	2.4	-3.3	1.2	0.1	-1.2	-2.8
COc1ccc(CCNc2ncnc3c2nnn3Cc2ccccc2)cc1	-0.7	0.9	0.6	2.3	0.7	0.4	-0.8	-1.4	2.5
O=C(c1ccco1)N1CCCC(c2nc3c(nnn3Cc3ccc(Cl)cc3Cl)c(=O)[nH]2)C1 (configuration not stated)	i	-3.2	37.2	0.7	1.2	0.4	4.4	0.0	-7.4
COCCNC(=O)/C(C#N)=C/C=C/c1ccccc1	-0.2	0.4	-16.1	0.6	6.3	0.3	0.8	-0.1	25.6
CCOc1ccc(CCNC(=O)C2CCN(c3nnc(-n4cccc4)s3)CC2)cc1	-0.2	-4.5	7.8	-2.9	-0.9	1.7	-1.4	-0.7	9.9
COc1cc2c(C(=O)N3CCN(c4ccccc4F)CC3)cn(C)c(=O)c2cc1OC	i	-1.9	4.0	1.6	0.3	-0.9	·	-0.9	4.9
Cc1ccccc1NC(=S)NNC(=O)c1csc2c1CCC(C)C2 (configuration not stated)	-0.3	-0.1	-0.4	·	1.8	2.4	4.6	-1.5	11.9
COC(=O)N/N=C/c1cc(Cl)c(OCc2ccc(F)cc2)c(OC)c1	-0.7	0.4	10.7	·	-0.5	-0.2	-1.9	-0.2	11.8
CCOc1ccc(C(=O)Nc2nnc(S(=O)(=O)N(C)Cc3ccco3)s2)cc1	i	-2.1	0.0	1.4	6.9	-0.7	0.6	-1.3	39.1*
Cc1ccc(CNC(=O)c2ccccc2NS(=O)(=O)c2ccc(Cl)nc2)cc1	i	-1.9	4.7	0.4	2.0	-1.0	0.2	2.0	3.0
COc1ccc([C@H]2C[C@H](n3cc(COC(=O)c4ccccc4)nn3)[C@@H](O)CN2Cc2cccs2)cc1	-0.2	-2.1	42.4	0.8	2.0	·	-0.9	·	10.4
O=C(COc1ncnc2sccc12)N1CCN(c2ccccc2)CC1	-0.2	-2.2	1.2	1.5	-1.1	-1.2	0.7	0.8	7.4
CC(=O)c1cnn(-c2cc(Oc3cccc(C)c3)ncn2)c1C	i	-1.4	-6.5	·	1.7	3.0	-0.2	0.3	6.2
O=C(Nc1ccccc1N1CCCCC1)c1ccc(OC(F)F)cc1	i	·	42.2	3.9	-0.8	0.7	-1.6	0.9	7.2
O=C(O)c1nnn(-c2cccc(C(F)(F)F)c2)c1-c1ccccc1	-0.4	-2.6	-5.3	1.3	-0.9	3.1	-0.8	-0.8	-0.7
C=CC[C@H](CC(=O)NCCO)C(=O)N[C@H](COC(=O)[C@@H](CC=C)Cc1ccc(F)cc1)c1ccccc1	1.0	-0.9	14.6	0.5	2.0	2.0	-1.8	0.8	6.7
O=[N+]([O-])c1ccc(N2CCN(c3ccc(F)cc3)CC2)cn1	-0.1	-0.7	6.9	2.2	-3.3	-0.3	1.0	-0.3	3.7
O=C1CNC(=S)N1CCc1ccccc1Cl	-0.2	-2.2	8.2	1.9	-0.7	-2.5	0.1	-2.0	6.1
Cc1ccc(CNC(=O)CC[C@H]2O[C@@H](n3cc(C)c(=O)[nH]c3=O)C[C@@H]2O)o1	·	-3.0	·	1.2	-0.5	·	-1.0	·	·
O=C(CSc1ncccn1)c1ccccc1Br	0.6	1.3	4.6	·	-3.0	-2.2	10.6	0.5	3.2
O=C(Cn1c(=O)oc2cc(S(=O)(=O)N3CCCC3)ccc21)NC1CCCc2ccccc21 (configuration not stated)	-0.3	-3.5	6.4	0.4	-1.9	-0.6	-0.9	-0.4	3.8
CC(Sc1nc2ccccc2n1C)C(=O)NC(c1ccccc1)c1ccccc1 (configuration not stated)	i	-5.1	43.5	·	-1.0	-1.1	·	0.4	-4.0
O=C(NNC(=O)c1ccc([N+](=O)[O-])o1)c1ccccc1	i	-1.4	-1.7	·	-3.2	-0.9	·	-2.1	15.6
Cc1cc(O)c(/C=N/Nc2ccc(F)cc2)c(=O)o1	i	-2.8	-1.6	0.2	2.4	2.6	-1.3	3.1	8.8
O=C(CN(Cc1ccccc1F)S(=O)(=O)c1ccc(Cl)cc1)NCCCO	-0.3	-0.1	0.0	1.6	2.3	-0.9	-2.2	-1.6	-2.0
COc1ccc(/C=C2\S/C(=N/S(=O)(=O)c3cccs3)NC2=O)cc1	-1.6	-3.8	3.8	1.9	-1.5	-0.8	·	1.6	18.3
CCOC(=O)N1CCN(C(=O)CN(c2cccc(C(F)(F)F)c2)S(=O)(=O)c2ccccc2)CC1	-1.6	-0.9	3.3	·	0.3	-0.4	-1.0	1.5	9.0
O=C(CSc1nnc(NC(=O)C2CC2)s1)Nc1ccccc1	-0.2	·	-7.0	1.1	-3.0	0.2	-0.5	-0.6	0.4
CCOC(=O)c1[nH]c2ccccc2c1NC(=O)c1ccc(Br)o1	-0.3	0.5	-9.2	1.9	-0.1	0.7	-2.3	?	25.8
Cc1nccn1CCN(C)Cc1cn(Cc2ccccc2)nc1-c1ccc2c(c1)OCO2	0.9	-0.7	9.4	1.6	-3.0	0.7	·	-0.1	0.9
Cc1ccc(CNC(=O)COC(=O)c2cc(C)oc2C)cc1	-0.1	-2.0	6.9	0.8	-1.2	-2.7	0.2	1.1	-1.1
O=c1c(-c2ccc(Oc3ccccc3)cc2)[n+]([O-])c2ccccc2n1OCc1ccccn1	-0.3	1.2	-3.3	·	3.5	0.8	-1.8	-0.4	1.0
Nc1cc(=O)[nH]c(SCC(=O)Nc2ccc(N3CCOCC3)cc2)n1	-1.8	-1.1	4.4	0.8	0.8	3.7	3.5	-0.1	6.5
COc1ccc(OC)c(N2C(N)=NC(N)=NC23CCCC3)c1	-0.9	-0.8	4.0	·	5.6	-1.0	-0.3	-1.3	-10.1
COc1ccc(C)cc1-n1nnnc1SC/C(O)=C(\C#N)c1nc2ccccc2[nH]1	-3.0	2.0	12.6	·	-3.1	2.8	-1.5	0.2	36.4*
O=C(C1CC1)N1N=C(c2ccccc2)CC1(O)C(F)(F)C(F)(F)F (configuration not stated)	-0.6	-3.3	0.4	0.4	0.3	1.5	-2.7	0.2	-5.6
O=C(NCCSc1ccccc1)c1ccccc1F	-0.4	-3.8	4.2	0.8	1.0	0.6	-0.6	-1.2	-1.5
CSc1ccccc1NC(=O)COC(=O)Cc1ccsc1	-0.8	-2.8	3.2	0.7	1.2	1.3	-1.1	0.6	-5.7
C=CCNc1nc2cc(-c3ccccc3C)sc2c(=O)n1C	-0.8	-2.9	26.8	9.0	2.8	·	0.6	·	6.2
(listing goes on)
SMILES	Vc quorum ag	FadD28 FP inh	Y pestis TopoI	TcdB inh	Mtb FBA inh	UGM FP inh	Mtb BioA inh	PfHsp40 yeast	GDH-TPI inh
NNS(=O)(=O)c1ccc(Sc2ccccn2)c([N+](=O)[O-])c1	-0.4	-3.5	2.2	-9.3	-1.1	-0.2	·	0.2	-2.4
COc1ccc(CNC(=O)c2cn(Cc3ccc(S(=O)(=O)N(C)C)cc3)c(=O)s2)cc1	-0.4	-1.8	-3.4	2.0	4.5	·	-1.7	·	6.2
O=C(C[n+]1cccc(NC(=O)c2ccccc2)c1)c1ccc(NC(=O)c2ccccc2)cc1	·	-2.6	-5.8	·	-2.9	0.2	4.4	-0.6	-2.5
Cc1cc(NC(=NC2CC2)c2ccccc2)n(-c2ccccc2)n1	-1.6	-0.4	3.8	0.1	0.8	-0.5	·	-0.8	3.8
COc1ccc(N(CC(=O)NCc2ccco2)C(=O)CCC(=O)Nc2ccccn2)cc1	-0.1	·	7.9	-1.6	0.3	·	0.3	0.3	14.9

Single records, from the list above.
COc1ccc([C@H]2C[C@H](n3cc(COC(=O)c4ccccc4)nn3)[C@@H](O)CN2Cc2cccs2)cc1 is listed with Vc quorum ag = -0.2; FadD28 FP inh = -2.1; Y pestis TopoI = 42.4; TcdB inh = 0.8; Mtb FBA inh = 2.0; UGM FP inh = ·; Mtb BioA inh = -0.9; PfHsp40 yeast = ·; GDH-TPI inh = 10.4
O=[N+]([O-])c1ccccc1S(=O)(=O)n1nnc2ccccc21 is listed with Vc quorum ag = -0.3; FadD28 FP inh = -2.0; Y pestis TopoI = 0.3; TcdB inh = ·; Mtb FBA inh = 0.3; UGM FP inh = 1.1; Mtb BioA inh = -1.7; PfHsp40 yeast = 0.4; GDH-TPI inh = 9.2

Screening results as filed in PubChem.
